NCI-60 one-dose screen, 48 h, at 10 µM unless noted. Numbers give growth in % (100 = growth as untreated, 0 = no growth, -100 = all killed).
OVCAR-5 = OVCAR-5 ovarian cancer. 82,000 tested, 2.9% active. AID 1794783
OVCAR-3 = OVCAR-3 ovarian cancer; 79,000 tested, 7% active
NCI/ADR-RES = NCI/ADR-RES ovarian cells; 81,000 tested, 4.4% active; AID 1794790
NCI-H23 = NCI-H23 lung cancer; 80,000 tested, 4% active
NCI-H522 = NCI-H522 lung cancer; 78,000 tested, 8% active; AID 1794739
NCI-H322M = NCI-H322M lung cancer | 80,000 tested, 2.7% active | AID 1794733
NCI-H460 = NCI-H460 lung cancer; 82,000 tested, 6.8% active
OVCAR-8 = OVCAR-8 ovarian cancer | 81,000 tested, 4.4% active
NCI-H226 = NCI-H226 lung cancer; 79,000 tested, 3.5% active; AID 1794732
Numbers without * were called inactive; / = not tested or not shown; & = joins results of further samples; ! = repeats disagree. The calls were made as follows: active = growth percent below 10; inactive = the rest.

SMILES	OVCAR-5	OVCAR-3	NCI/ADR-RES	NCI-H23	NCI-H522	NCI-H322M	NCI-H460	OVCAR-8	NCI-H226
CCOC(=O)c1sc(/N=C2\NC(=O)/C(=C/c3ccc(F)cc3)S2)nc1C	98	98	97	86	74	97	96	101	74
C/C(=C/c1cccs1)C(=O)c1ccccc1	107	107	108	97	103	105	104	99	/
COc1ccc(S(=O)(=O)n2cc(C=O)c3ccccc32)c(OC)c1	96	/	51	79	98	102	99	76	71
O=C(CCCCCn1c2ccccc2c2c3c(c4c5ccccc5[nH]c4c21)C(=O)N(O)C3=O)N1CCOCC1	116	41	74	52	9.2*	74	36	42	19
Brc1ccc(-c2nnc(CN3C=NC4C(N5CCOCC5)=NC=NC43)o2)cc1 (centres undefined)	98	114	104	97	98	101	104	111	/
COc1cc2c(c(OC)c1O)C(=O)C(OC)C(c1ccc(O)c(O)c1)O2 (centres undefined)	43	-24*	17	25	-12*	37	4.6*	17	17
O=C(O)CN1CCc2c(sc3ncnc(N/N=C/c4cccc(Br)c4)c23)C1	110	122	111	109	94	/	104	104	100
COc1ccc(OC)c(-c2cc(-c3ccccc3)c3c(N)c(C(C)=O)sc3n2)c1	96	93	80	82	69	98	86	84	91
CCn1c(=S)sc2c(NCc3ccc(Cl)cc3)nc(-c3cccnc3)nc21	93	94	96	92	46	90	109	100	95
O=C1NC(=C(Cl)Cl)/C(=N/S(=O)(=O)N2CCC(C3(C(F)(F)F)N=N3)CC2)N1	105	40	106	45	-58*	96	100	96	106
CCOC1C=CC(OC(C)=O)C(COC(C)=O)O1 (centres undefined)	103	111	107	103	86	98	104	96	91
CO[C@H](C(=O)[C@@H](O)[C@@H](C)O)[C@@H]1Cc2cc3cc(OC4CC(OC5CC(O)C(O)C(C)O5)C(O)C(C)O4)c(C)c(O)c3c(O)c2C(=O)[C@H]1OC1CC(OC2CC(OC3CC(C)(O)C(O)C(C)O3)C(O)C(C)O2)C(O)C(C)O1 (some centres undefined)	-55*	3.0*	44	-29*	-45*	5.9*	2.6*	/	11
CCOc1nc2c(c(=O)n(C)c(=O)n2C)n1C	97	102	95	90	100	99	105	96	93
N#C/C(=C\c1ccco1)c1cc2ccccc2[nH]1	105	105	98	91	/	104	100	92	/
COc1ccc(CN2c3ccccc3Sc3ccccc32)cc1F	43	-5.5*	2.8*	31	4.5*	43	5.4*	24	46
Fc1ccc2nc(-c3c(-c4cccc5ccccc45)nc4sccn34)[nH]c2c1	117	103	93	96	78	88	102	97	83
C1=C(N2CCCC2)CCC1	86	106	104	100	95	109	93	104	109
O=S(=O)(O)c1ccc(Nc2ccccc2)cc1	98	110	99	104	102	95	95	101	100
O=C(Nc1ccc(CO)cc1)c1ccccc1Nc1ccnc(C(F)(F)F)c1	104	110	102	97	94	113	103	98	105
CC1=[N+](CCN(C)C)[B-](F)(F)OC(c2ccccc2)=C1	94	107	100	97	92	99	101	98	99
O=C1CC[C@@H](C(=O)N[C@H]2CSSC[C@@H](C(=O)NCCc3ccc(O)cc3)NC(=O)[C@H](Cc3ccccc3)NC(=O)[C@@H]3CCCN3C(=O)[C@@H]3CCCN3C2=O)N1	108	106	103	99	90	104	108	104	96
Cc1cscc(C)c1=S	67	121	71	77	51	87	49	83	103
CNC(=O)c1cc(N2CCc3cc(NC(=O)Nc4cccc(C(F)(F)F)c4)ccc32)ccn1	99	65	50	68	62	81	59	63	71
Nc1nc2nnc(-c3ccccc3)c(-c3ccccc3)n2n1	86	185	97	97	109	110	100	101	88
CN(C)Cc1cccc(CN(C)C)c1O	86	100	102	108	91	78	100	96	94
NC(=S)Nc1nnc(SCC(=O)Nc2ccc3oc(=O)ccc3c2)s1	111	100	96	88	89	112	97	113	91
Nc1ncnc2c1ncn2Cc1nnc(CCC(=O)c2nc3ccccc3[nH]2)o1	92	124	99	101	101	101	116	110	102
C=CCN(C)S(=O)(=O)/N=C1\NC(=O)NC1=C(Cl)Cl	-37*	-84*	72	37	-57*	95	46	61	89
Cc1ccccc1S(=O)(=O)n1cc(C(=O)C(=O)Nc2ccncc2)c2ccccc21	103	108	85	75	78	94	63	85	77
COc1ccc(N2C(=O)CSC2c2ccc(Cl)cc2)cc1 (centres undefined)	96	113	97	95	101	96	108	106	107
CC1=CC2ON(C(=O)c3ccccc3)C1C1C(O)c3ccccc3N3C(=O)CO[C@]213 (some centres undefined)	98	103	98	102	99	103	106	99	93
CCN(CC)CCCC(C)Nc1ccnc2c(Cl)cc(Cl)cc12 (centres undefined)	102	101	102	107	79	85	111	83	101
CC(C)CCC[C@@H](C)C1CCC2C3CCC4=C/C(=N/OCCN5CCCCC5)CC[C@]4(C)C3CC[C@@]21C (some centres undefined)	89	103	94	93	86	85	101	102	96
NC(=S)c1ccc[n+]([O-])c1	101&100	103&110	100&105	99&92	93	103&111	106&101	102&100	92&98
CCNc1nc(O)c(/C=C2\C=Nc3ncccc32)s1	8.7*	-2.1*	30	-7.9*	-29*	5.8*	2.4*	6.3*	11
CCNCC(C)(C)O	100	117	102	99	109	98	113	106	105
O=C1OC(c2ccccc2)(c2cc(Br)c(O)c(Br)c2)c2ccccc21 (centres undefined)	105	107	105	100	96	115	106	107	101
O=S(Cc1ccccc1)/C(=C/NC(=S)Nc1cc(Cl)ccc1Cl)c1ccccc1 (centres undefined)	100	110	105	97	85	94	107	113	101
Cc1c2c(cc[n+]1Cc1ccc(F)cc1)c1ccc(OCc3cccc(F)c3)cc1n2Cc1cccc(F)c1	4.9*	-99*	85	-58*	-80*	-72*	-78*	-82*	-67*
Cc1cnc(SCc2ccccc2Cl)nc1N(C)C	85	96	95	93	89	89	106	100	89
COc1cc(C2CC(c3cccc(Nc4ccnc5cc(Cl)ccc45)c3)=NN2c2ccc(Cl)cc2)cc(OC)c1OC (centres undefined)	80	83	/	74	41	81	36	55	71
CC(Cc1ccccc1)N1CCCC1=O (centres undefined)	96	102	100	94	112	107	104	105	108
CC[C@H]1[C@@H]2C=C[C@@H]3[C@H]4C/C=C\C(=O)NCCC[C@@H]5NC(=O)/C(=C(O)/C=C/[C@@H]4C[C@@H]3[C@H]2C[C@H]1C)C5=O	42	-95*	-57*	51	68	36	-51*	-55*	1.1*
CCCCNC(=O)Nc1ncn[nH]1	102	125	110	108	92	112	109	104	116
Fc1cc(-c2nnc3n2NC(=Nc2ccc(Cl)cc2Cl)CS3)c(Cl)cc1Cl	67	86	80	92	70	90	89	88	76
COc1ccccc1S(=O)(=O)Nc1ccc2c3c(cc(-c4cnn(C5CC5)c4)nc13)C(=O)N2C	73	70	59	67	65	71	67	70	80
C=CCN1C(=O)[C@]2(SC1=S)[C@H](c1cccc(Cl)c1)CN(C)[C@]21C(=O)NC2C=CC(Cl)=C[C@H]21 (some centres undefined)	80	38	39	46	41	87	55	56	43
N#CC1C2C=CC(CC2)C1C#N (centres undefined)	103	105	105	102	93	99	105	96	112
O=C1N(c2ccccc2)c2ccccc2[C@]12Oc1ccccc1[C@H]1CC(c3ccc(F)cc3)=NN12	96	75	66	70	51	79	82	80	87
COc1ccc(C(=O)/C=C/c2ccc(OCc3ccccc3)c(OC)c2)cc1OC	4.8*!	26&10	20&36	27&60	11&29	16&43	5.6*!	-1.4*!	79&76
CC(=O)c1cc(C)ccc1C	85	112	109	106	94	100	111	102	109
COc1ccc(OC)c(C2=NN(c3ccc(S(N)(=O)=O)cc3)C(c3ccc(Cl)cc3)C2)c1 (centres undefined)	88	85	75	74	68	92	65	72	77
O=[N+]([O-])c1ccc(/C=N/NC2=NCCN2)cc1	111	115	113	/	104	107	108	100	117
c1ccc(N2CCN(c3nc(-c4ccccn4)nc4sc5c(c34)CCCCCC5)CC2)cc1	63	73	43	63	/	82	54	55	/
Oc1ccc2c(c1)OCCOCCOc1cc(O)ccc1OCCO2	93	110	101	99	95	106	104	98	100
COc1cc(Cc2cc(-c3ccccc3)n[nH]c2=O)cc(OC)c1OC	93	47	29	65	53	/	44	75	69
Cc1cccc2c(=O)c3c(sc12)c(N1CCNCC1)nc1ccccc13	90	64	83	80	83	75	80	84	/
Cc1ccc(NC(=O)C(Cl)Cl)cc1	99	112	100	96	81	84	102	100	79
Cc1cccc(C)c1NC(=O)Cn1c(-c2cncs2)nc2ccccc21	126	102	99	100	82	93	103	98	101
COc1cc(C)cc2oc3oc(=O)c(-c4csc(-c5c[nH]c6ccccc56)n4)cc3c(=O)c12	112	109	108	103	95	103	108	111	101
(continued)
SMILES	OVCAR-5	OVCAR-3	NCI/ADR-RES	NCI-H23	NCI-H522	NCI-H322M	NCI-H460	OVCAR-8	NCI-H226
CCc1nnc2n1N=C(c1ccc(Cl)cc1)CS2	97	/	101	102	97	88	107	101	95
CCOc1ccc(N=Cc2ccc([N+](=O)[O-])cc2)c(O)c1	102	75	94	70	83	/	66	87	87
CCOC(=O)c1ccc(N=Cc2sc(Nc3ccc(Cl)cc3)nc2O)cc1	99	103	98	92	105	97	100	101	95
BrC(Br)(Br)COCOCC(Br)(Br)Br	98	103	96	95	83	104	106	107	78
Cc1nn(-c2ccccc2)c(Cl)c1/C=C/C(=O)c1ccc(F)cc1	97	102	93	95	69	91	98	86	86
NC1=Nc2ccccc2N(O)N1	92	111	103	102	72	97	110	104	98
COc1cc2ncnc(Nc3ccc(O[C@H]4CO[C@H]5[C@@H]4OC[C@@H]5O)c(Cl)c3)c2cc1OC	81	56	99	96	34	77	105	95	97
S=c1sc2c(Cl)nc(-c3cccnc3)nc2n1-c1ccccc1	125	52	60	18	-66*	61	57	18	85
O=[N+]([O-])c1ccc(F)cc1	89	101	99	99	101	123	99	99	108
C#CCOc1ccc(/C=N/Nc2nc(-c3ccc(OC)cc3)cs2)cc1	104	/	90	69	70	95	77	85	64
CCOC(=O)c1c(NCC(=O)Nc2ccc(Br)cc2)sc(C(C)=O)c1C	133	115	108	89	91	113	108	105	97
O=C(CSc1cc[n+](CCCCCCO)c2ccccc12)n1ccc2ccccc21	103	105	106	108	92	92	101	98	94
O=C(Cn1nnc2ccccc21)N/N=C/c1ccc[nH]1	108	103	108	102	93	105	101	104	97
C/C(=N\Nc1ccc(S(N)(=O)=O)cc1)c1cnn(-c2cc(=O)[nH]c3ccc(Br)cc23)c1C	81	56	90	70	5.1*	78	78	81	62
COc1ccc(Oc2nc(Nc3ccc(N4CCOCC4)cc3)ncc2NC(=O)c2cc(OC)c(OC)c(OC)c2)cc1	139	100	97	106	98	113	109	97	121
C/C(=N\NC(=S)Nc1ccccc1)c1nnn(-c2ccc(Br)cc2)c1C	90	/	57	69	89	83	26	60	77
COc1ccc(/C(C)=C(\c2ccc(OCCN3CCCCCC3)cc2)c2ccc(OC(=O)C3CCCCC3)cc2)cc1	-25*	-87*	-65*	-74*	-68*	5.8*	-66*	-47*	-62*
N#CCCCOc1ccc(Cl)cc1Cl	99	106	106	110	87	106	112	104	103
CCOc1ccccc1-n1c(C2=C(O)c3ccccc3C2=O)nnc1-c1ccccc1	113	107	97	90	76	91	96	87	100
CNC(=O)SCc1ccc(Cl)cc1	115	120	114	104	80	107	111	107	95

Two entries drawn at random from those above:
SMILES	OVCAR-5	OVCAR-3	NCI/ADR-RES	NCI-H23	NCI-H522	NCI-H322M	NCI-H460	OVCAR-8	NCI-H226
Cc1ccc(NC(=O)C(Cl)Cl)cc1	99	112	100	96	81	84	102	100	79
CCNc1nc(O)c(/C=C2\C=Nc3ncccc32)s1	8.7*	-2.1*	30	-7.9*	-29*	5.8*	2.4*	6.3*	11

Record cards, from the list above. Values in the order: OVCAR-5 | OVCAR-3 | NCI/ADR-RES | NCI-H23 | NCI-H522 | NCI-H322M | NCI-H460 | OVCAR-8 | NCI-H226
`COc1cc2ncnc(Nc3ccc(O[C@H]4CO[C@H]5[C@@H]4OC[C@@H]5O)c(Cl)c3)c2cc1OC` across the screens: 81 | 56 | 99 | 96 | 34 | 77 | 105 | 95 | 97
`S=c1sc2c(Cl)nc(-c3cccnc3)nc2n1-c1ccccc1` across the screens: 125 | 52 | 60 | 18 | -66* | 61 | 57 | 18 | 85
`C/C(=N\Nc1ccc(S(N)(=O)=O)cc1)c1cnn(-c2cc(=O)[nH]c3ccc(Br)cc23)c1C` across the screens: 81 | 56 | 90 | 70 | 5.1* | 78 | 78 | 81 | 62
`CNC(=O)SCc1ccc(Cl)cc1` across the screens: 115 | 120 | 114 | 104 | 80 | 107 | 111 | 107 | 95
`BrC(Br)(Br)COCOCC(Br)(Br)Br` across the screens: 98 | 103 | 96 | 95 | 83 | 104 | 106 | 107 | 78

The listing continues:
SMILES	OVCAR-5	OVCAR-3	NCI/ADR-RES	NCI-H23	NCI-H522	NCI-H322M	NCI-H460	OVCAR-8	NCI-H226
Cc1ccc(C2C=CC(C#N)=CN2Cc2ccccc2)cc1 (centres undefined)	95	107	98	100	/	103	98	93	87
O=C(/C=C/c1ccccc1)n1nc(-c2ccccc2)nc1-c1ccccc1	97	109	106	97	85	108	107	99	100
CSc1ccccc1C#Cc1ccccc1C#CCCCCN1CCCCC1=O	95	108	100	93	117	110	108	103	97
c1ccc(-c2nc3sc(C(c4ccccc4)c4ccccc4)nn3c2-c2ccccc2)cc1	103	100	95	92	95	94	96	104	100
Nc1nc(N)c2nc(CO)cnc2n1	98	114	102	94	62	100	104	99	98
COc1cnc2c(c1)C(=O)c1c-2n(CCCBr)c(=O)c2cc([N+](=O)[O-])ccc12	5.5*	-44*	12	-5.9*	-18*	16	2.4*	2.1*	-1.7*

As a working copy, three of the compounds above.
SMILES	OVCAR-5	OVCAR-3	NCI/ADR-RES	NCI-H23	NCI-H522	NCI-H322M	NCI-H460	OVCAR-8	NCI-H226
c1ccc(-c2nc3sc(C(c4ccccc4)c4ccccc4)nn3c2-c2ccccc2)cc1	103	100	95	92	95	94	96	104	100
Nc1nc(N)c2nc(CO)cnc2n1	98	114	102	94	62	100	104	99	98
COc1cnc2c(c1)C(=O)c1c-2n(CCCBr)c(=O)c2cc([N+](=O)[O-])ccc12	5.5*	-44*	12	-5.9*	-18*	16	2.4*	2.1*	-1.7*

Compound activity as filed in PubChem.
